UTI89 phage lysis: inhibition of K1F phage lysis, E. coli UTI89, bacterial capsule biogenesis inhibitors, alamar blue (AID 488966). E. coli UTI89 K1F phage lysis, alamar blue, 2 h; higher % means a stronger effect. inhibition, % at 100 µM; hits with a dose series show IC50 in µM. 340,000 tested, 0.02% active;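 active = phage lysis inhibition, versus mean bacterial control, above a set limit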;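 also: capsule biogenesis inhibitors block K1F phage lysis so surviving cells raise fluorescence; higher fluorescence means more inhibition of phage lysis; actives were called in the ten point dose series up to 300 µM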
Dengue-2 NS5 capping: Dengue-2 NS5 methyltransferase inhibitors, primary screen, biochemical, confirmation dose response (AID 588689). one-dose inhibition, % at 25 µM; IC50 in µM for titrated hits. 340,000 tested, 0.3% active. Dengue-2 NS5 methyltransferase capping enzyme assay, biochemical; higher % means a stronger effect; in the data active = a potency from the dose series
MgcRacGAP inhibition: MgcRacGAP GTPase-activating activity inhibitors, confirmation, biochemical, ADP Hunter fluorescence; MgcRacGAP-stimulated Rac1 GTP hydrolysis, ADP Hunter fluorescence; higher % means a stronger effect; GST-tagged Rac1 F28L mutant substrate; 340,000 tested, 0.6% active; AID 624330; inhibition, % at 30 µM; hits with a dose series show IC50 in µM;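 active = first-screen hits whose inhibition reached a set limit at any dose in the follow-up dose series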;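 also: fluorescence reports GDP produced by GAP-driven GTP hydrolysis; strong numbers were not always called active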
Dengue-2 NS5 capping pilot replicate: also measured in Dengue-2 NS5 capping; calls as there; inhibition, %; measured here: pilot screen replicate inhibition
* marks the source's active call; other numbers are inactive results; i = inactive; [ ] = dose if it differs, or a comment.

SMILES	UTI89 phage lysis	Dengue-2 NS5 capping	MgcRacGAP inhibition	others
C#CC(C)(O)C1CC(CC(=O)O)C1(C)C (stereo not given)	1.2%	-4%	-1%
O=C(C[C@@H]1C/C=C\C[C@H](NC(=O)OCC2c3ccccc3-c3ccccc32)C(=O)O[C@H](c2ccccc2)CNC1=O)NCCO	-1.2%	-6%	4%
CCN(C(=O)CSc1nc(C)c(C)c(C)n1)C1CCS(=O)(=O)C1 (stereo not given)	-0.8%	2%	5%
Cn1cnc2nc[nH]c2c1=O	0.4%	-1%	4%
CCCCN1C(=N)N([C@@H](CN2CCC[C@H]2CN2C(N)=NC[C@@H]2Cc2ccccc2)C(C)C)C[C@H]1Cc1ccccc1	1.3%	1%	5%
CCOC(=O)[C@@H]1[C@H]2COc3cc(OC)ccc3[C@H]2N2C(=O)N(c3cccc(F)c3)C(=O)[C@@]12C	1.7%	1%	11%
O=S(=O)(CCNCCc1ccccc1)NCc1ccccc1	0.3%	-5%	5%
COC(=O)c1nn(C)c(=O)[nH]c1=O	-0.8%	2%	2%
COC(=O)c1ccc(/C=C/C(=O)OCC(=O)Nc2sccc2C(N)=O)cc1	-1.6%	-1%	2%
O=C(CSc1ccc(Br)cc1)NC1CCCCCC1	1.9%	1%	-5%
Cc1cc(C)c(C(=O)COC(=O)CN2C(=O)NC3(CCCC3)C2=O)cc1C	-0.5%	-2%	6%
O=C(Nc1cccc(C(=O)N2CCCCC2)c1)C1CCCCC1	0.0%	-1%	4%	Dengue-2 NS5 capping pilot replicate=-0.3
COc1cc(Cl)c(C)cc1NC(=O)COC(=O)C1=NN(c2ccccc2)C(=O)CC1	0.5%[50 µM]	-10%	5%
O=S(=O)(CC(O)(c1ccccc1)c1ccccc1)CC(O)(c1ccccc1)c1ccccc1	3.6%	7%	6%
CC(C)C(Cl)=NOC(=O)Nc1ccc(F)cc1	-8.0%	-31%	-4%
O=C1N[C@@H](Cc2ccccc2)COC(=O)[C@@H](Cc2ccc(F)cc2)CC/C=C/C[C@@H]1CC(=O)N(CCO)Cc1ccccc1	0.1%	-5%	-1%
O=C(COC(=O)CCC(=O)c1ccc(F)cc1)Nc1ccc(Cl)cn1	0.3%[50 µM]	-4%	2%
C#CCOCCOCCOCCNc1nc(N2CCN(C(=O)[C@H](CCCCN)n3cc(CN)nn3)CC2)nc(N2CCN(C(=O)[C@H](CCCN=C(N)N)n3cc(C(N)[C@H](C)CC)nn3)CC2)n1 (stereo not given in full)	i	8%	8%
COc1ccc2nc(N3C(=O)C(O)=C(C(=O)c4ccco4)C3c3ccco3)sc2c1 (stereo not given)	-0.8%	1%	26%
CCOC(=O)c1cc2c(c(CCO)n1)[C@H](CCO)N(S(=O)C(C)(C)C)C2 (stereo not given in full)	0.1%	-3%	10%	Dengue-2 NS5 capping pilot replicate=0.3
Cc1noc(C)c1NC(=O)Nc1cccc2c1O[C@H](CN(C)S(=O)(=O)c1cn(C)cn1)[C@@H](C)CN([C@H](C)CO)C2=O	0.2%	-9%	-2%
CCOc1ccc(NS(=O)(=O)c2cccc(C(=O)NCC3(N(C)C)CCCCC3)c2)cc1	1.0%[50 µM]	-1%	2%
O=C1CCCC2=C1CC(C(=O)OCc1ccccc1)C(=O)N2Cc1ccccc1 (stereo not given)	0.1%	-8%	3%	Dengue-2 NS5 capping pilot replicate=-4.2
CN(C(=O)c1cccc(NC(=O)Cc2ccc(NC(=O)C3CCN(S(=O)(=O)c4cccc([N+](=O)[O-])c4)CC3)cc2)c1)C1CC1	0.2%	-6%	2%	Dengue-2 NS5 capping pilot replicate=-1.8
COc1ccc(-c2noc(CCC(=O)N3CCN(c4cccc(F)c4)CC3)n2)cc1	0.4%	-1%	7%
Cc1cccc(NS(=O)(=O)c2ccc(C)c(C(=O)NCc3cccnc3)c2)c1	0.8%	10%	0%
O=C(Nc1ccccn1)c1ccccc1	-1.6%	-9%	6%
COc1cc(C(=O)OCc2csc(CC(=O)Nc3ccccc3C)n2)ccc1OCC(C)C	0.9%[50 µM]	-8%	6%
COc1ccc(C=C2SC(=S)NC2=O)c(OC)c1OC	-5.5%	-5%	9%
Nc1nc(=O)c2ccccc2s1	-0.6%	-5%	29%
CC1=CC(=O)N(c2cccc3c(N4C(=O)C=C(C)C4=O)cccc23)C1=O	1.0%	9%	4%
CC(Sc1nnc(NC2CC2)s1)C(=O)Nc1ccc(N2CCOCC2)cc1 (stereo not given)	0.7%[50 µM]	-5%	6%
O=C(COC(=O)c1ccc2c(c1)OCCO2)NCc1ccccc1Cl	-2.0%	-2%	3%
Cc1ccccc1OCC(=O)OCC(=O)c1cc(C)n(C2CC2)c1C	1.0%[50 µM]	0%	3%
Cc1c(Cl)cccc1Nc1n[nH]c(=S)s1	-3.2%	8%	108µM*
COC(=O)[C@]1(Cc2ccccc2)N[C@H](CN(C)C(=O)Nc2ccc(F)cc2)[C@@H]2C(=O)N(Cc3ccccc3)C(=O)[C@@H]21	0.2%	-6%	9%	Dengue-2 NS5 capping pilot replicate=-2.8
Nc1cc2c(cc1Br)-c1ccc(F)cc1C2=O	-0.4%	-2%	2%
COc1ccccc1/C=C/C(=O)OCC(=O)Nc1nnc(-c2ccccc2)o1	0.7%[50 µM]	-4%	8%
Cc1cccc(NC(=O)CN(C)C(C)C(=O)Nc2ccc(S(=O)(=O)N3CCCC3)cc2)c1C (stereo not given)	1.0%[50 µM]	3%	3%
CCCCn1c(N)c(N(Cc2ccccc2OC)C(=O)CSCC(=O)Nc2ccc(C)cc2)c(=O)[nH]c1=O	0.5%[50 µM]	-7%	6%
O=C(COC(=O)/C=C/c1ccc([N+](=O)[O-])cc1)Nc1ccc2[nH]c(=O)[nH]c2c1	1.4%[50 µM]	1%	9%
O=S(=O)(c1ccc2ccccc2c1)N1CCN(c2ccc(O)cc2)CC1	-0.4%[50 µM]	-9%	36µM*
O=[N+]([O-])c1ccccc1C=CC=NN=Cc1ccccc1O	3.1%	-2%	-3%
CSc1ccccc1NC(=O)COC(=O)Cc1ccsc1	0.7%[50 µM]	-3%	3%
CC(=O)Nc1ccc(NC(=O)c2ccc(Cl)c(S(=O)(=O)N3CCc4ccccc43)c2)cc1	0.7%[50 µM]	-1%	8%
CC(=O)C1(O)C(C)CC2C3CC=C4CC(O)CCC4(C)C3CCC21C (stereo not given)	2.8%	7%	-7%
Cc1ccc(S(=O)(=O)N2CCOCC2)cc1NC(=O)COC(=O)c1ccc(Cl)s1	-1.0%	2%	4%
CC(=O)N(Cc1ccccc1)C1CC(=O)N(Cc2ccccc2)C1=O (stereo not given)	-0.8%	-5%	0%
Cc1cc(C)c(CN2CCN(CCCn3cnc(C(=O)Nc4ccc(C)c(C)c4)n3)CC2)c(C)c1	-0.4%	0%	8%
C[C@]12c3[nH]c4ccc(Cl)cc4c3CCN1C(=O)[C@@H](CC(=O)NCc1ccco1)C[C@@H]2C(=O)N1CCCCC1	0.0%	-5%	8%

Retrieved by compound from above, four records:
SMILES	UTI89 phage lysis	Dengue-2 NS5 capping	MgcRacGAP inhibition	others
O=S(=O)(c1ccc2ccccc2c1)N1CCN(c2ccc(O)cc2)CC1	-0.4%[50 µM]	-9%	36µM*
Cc1ccc(S(=O)(=O)N2CCOCC2)cc1NC(=O)COC(=O)c1ccc(Cl)s1	-1.0%	2%	4%
CC(=O)C1(O)C(C)CC2C3CC=C4CC(O)CCC4(C)C3CCC21C (stereo not given)	2.8%	7%	-7%
CC(=O)N(Cc1ccccc1)C1CC(=O)N(Cc2ccccc2)C1=O (stereo not given)	-0.8%	-5%	0%

Additional records:
SMILES	UTI89 phage lysis	Dengue-2 NS5 capping	MgcRacGAP inhibition	others
CC(O)(c1cccs1)C(C(=O)O)c1ccccc1 (stereo not given)	0.6%	-2%	2%
COc1ccccc1-c1cccc([C@@H]2C[C@H]3[C@@H](CN2)CON3C)c1	0.1%	-3%	10%	Dengue-2 NS5 capping pilot replicate=-3.4
CN(CC(=O)Nc1cc(C(F)(F)F)ccc1-n1cncn1)Cc1ccccc1N1CCOCC1	4.0%	-7%	9%
COCCN(C(=O)CSc1ccc2c(c1)OCCO2)c1c(N)n(CC(C)C)c(=O)[nH]c1=O	-2.8%	2%	7%
Cc1ccc(S(=O)(=O)N(C)C)cc1NC(=O)c1cc(-c2ccncc2)nc2ccccc12	-0.3%[50 µM]	-7%	4%
O=C1CCCc2ccc3ccccc3c21	-0.2%	3%	4%
CC1(CNC(=O)C(=O)NCC2(C)CO2)CO1 (stereo not given)	1.6%	7%	0%
Cc1ccc(C(=O)NCC(=O)N2CCCN(S(=O)(=O)c3ccc(C)cc3)CC2)cc1	-0.2%[50 µM]	-9%	-4%
COc1ccc(NC(=O)COC(=O)c2ccc(S(=O)(=O)N3CCCCCC3)cc2)c(OC)c1	1.4%[50 µM]	-1%	2%
COc1ccc2c(c1)c1c(n2C)[C@@H]2CC=C(CO)[C@@H](C1)N2C	0.2%	-1%	7%

Three compounds already listed, sorted by formula weight, high to low.
SMILES	UTI89 phage lysis	Dengue-2 NS5 capping	MgcRacGAP inhibition	others
COc1ccc(NC(=O)COC(=O)c2ccc(S(=O)(=O)N3CCCCCC3)cc2)c(OC)c1	1.4%[50 µM]	-1%	2%
COc1ccc2c(c1)c1c(n2C)[C@@H]2CC=C(CO)[C@@H](C1)N2C	0.2%	-1%	7%
CC(O)(c1cccs1)C(C(=O)O)c1ccccc1 (stereo not given)	0.6%	-2%	2%

The listing continues.
SMILES	UTI89 phage lysis	Dengue-2 NS5 capping	MgcRacGAP inhibition	others
Cc1c(C(=O)O)sc(S(=O)(=O)N2CCN(C(=O)CC(C)c3ccccc3)CC2)c1C(=O)O (stereo not given)	0.4%[50 µM]	-3%	4%
C=CC[C@@H](CC(=O)N(CCO)Cc1ccccc1)C(=O)NC[C@@H](OC(=O)[C@@H](CC=C)Cc1ccc(F)cc1)c1ccccc1	-0.5%	-3%	-2%
CN(C)Cc1cc(C(C)(C)c2ccccc2)ccc1O	-2.0%	5%	-1%
O=C(Nc1ccccc1)OCCN1CCOCC1	0.6%	7%	11%
O=C(COC(=O)c1ccccc1)NC1CCCCCC1	-4.0%	-10%	9%
Cc1onc(-c2ccccc2Cl)c1C(=O)OCC(=O)N1CCC(C)CC1	0.1%[50 µM]	-4%	3%
CCOC(=O)[C@@H]1[C@H]2COc3cc(OC)ccc3[C@H]2N2C(=O)N(c3ccc(Br)cc3)C(=O)[C@]12C	2.1%	-5%	7%
Cn1nnnc1SCC(=O)Nc1cc(S(=O)(=O)N2CCCCC2)ccc1Cl	0.8%	-5%	-3%
CCN1CCN(c2ccc(S(=O)(=O)N3CCOCC3)cc2N)CC1	-2.5%	1%	1%
C[C@H](N)C(=O)NC[C@H]1O[C@@H](n2cnc3c(N)ncnc32)[C@H](O)[C@@H]1O	-0.1%	-3%	6%	Dengue-2 NS5 capping pilot replicate=1.8
CC(C)NC(=O)N(C)C[C@H]1Oc2ccc(NC(=O)NC3CCCCC3)cc2C(=O)N([C@H](C)CO)C[C@@H]1C	-3.3%	-8%	-1%
O=C(COC(=O)CCNS(=O)(=O)c1ccccc1)NC1CC1	0.4%[50 µM]	-1%	5%
COc1ccc2c(C)cc(SCC(=O)NC3CCCCC3)nc2c1	-0.5%	-10%	3%
COCCn1c(SCC(=O)NCCCN2CCCC2=O)nc2ccccc2c1=O	-2.9%	6%	-1%
COc1ccc(CNC(=O)C(C)OC(=O)c2cccc(N(C)C)c2)cc1 (stereo not given)	0.5%[50 µM]	1%	2%
N#CCC(=O)Nc1ccc(C(=O)OCC(=O)NC(=O)NCc2ccco2)cc1	-0.1%	-47%	2%
CCN(c1ccccc1)S(=O)(=O)c1cccc(C(=O)NCCOc2ccccc2OC)c1	0.2%[50 µM]	4%	6%
C[C@@H]1CN([C@@H](C)CO)C(=O)c2cccc(NC(=O)Nc3ccc4c(c3)OCO4)c2O[C@H]1CN(C)S(=O)(=O)c1cn(C)cn1	0.0%	-3%	7%
CC(C)c1ccc(/C=N/NC(=O)c2ccc(-n3cnnn3)cc2)cc1	0.7%[50 µM]	-5%	13%
CCOc1ccc(NC(=O)CN(C)C(=O)C2CC2C)cc1OCC (stereo not given)	1.2%[50 µM]	1%	5%

Reprinted from the listing (three entries):
SMILES	UTI89 phage lysis	Dengue-2 NS5 capping	MgcRacGAP inhibition	others
CCN(c1ccccc1)S(=O)(=O)c1cccc(C(=O)NCCOc2ccccc2OC)c1	0.2%[50 µM]	4%	6%
C[C@@H]1CN([C@@H](C)CO)C(=O)c2cccc(NC(=O)Nc3ccc4c(c3)OCO4)c2O[C@H]1CN(C)S(=O)(=O)c1cn(C)cn1	0.0%	-3%	7%
CC(C)c1ccc(/C=N/NC(=O)c2ccc(-n3cnnn3)cc2)cc1	0.7%[50 µM]	-5%	13%

(more compounds)
SMILES	UTI89 phage lysis	Dengue-2 NS5 capping	MgcRacGAP inhibition	others
O=C(Nc1cc(Cl)ccc1N1CCOCC1)C1CC1	1.2%[50 µM]	4%	3%
Cc1cc(S(=O)(=O)Nc2nc(CN3CCOCC3)nc3sc4c(c23)CCC4)ccc1F	1.4%	-2%	-8%
Cc1cccc(NS(=O)(=O)c2ccc(C)c(C(=O)NNC(=O)c3csc(N4CCOCC4)n3)c2)c1	0.1%[50 µM]	-5%	6%
Cc1ccc(S(=O)(=O)N2CCN(C(=O)COC(=O)c3nc(Cl)ccc3Cl)CC2)c(C)c1	0.6%[50 µM]	1%	3%
Cc1c(C(=O)Nc2cccc(S(=O)(=O)N3CCOCC3)c2)oc2ccc(Br)cc12	1.3%	2%	11%

Assay outcomes (PubChem)

This is a subset; the hit share may differ from the screen's.
